# RECQ1 inh – RECQ1 (human) helicase inhibition | P46063 | RECQ1 DNA unwinding, red fluorescence kinetic read | Potency, µM (highest dose often 57.3 µM), inactives show top-dose activity, negative = inhibition, hits mostly inhibitors | hit rate 0.54% among 240,000 | AID 2549;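 also: plate controls were vehicle for no effect and no enzyme for full effect; nearly all actives have a fitted effect of over 30% in size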
#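 50 nM RECQ1T1 preincubated 15 min with compound in Tris pH 8.0 buffer with MgCl2, DTT, Tween-20 and 2.5 ug/ml poly(dI-dC); started with 200 nM TAMRA/BHQ-2 forked duplex and 2 mM ATP. Unwinding read as fluorescence (525/598 nm), two reads 2 h apart.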
# NPSR antag – neuropeptide S receptor (human) antagonism, cAMP; CHO-NPSR cells, cAMP TR-FRET, antagonist mode; Potency, µM (doses to about 38.3 µM), for the others: at the highest dose activity change, negative = inhibition, actives largely listed as inhibitors; hit rate 1% among 220,000; AID 1461; also: % is scaled to controls: 0 for no effect and ±100 for the full control effect; nearly all actives have a fitted effect of over 50% in size; many of its hits are not listed in these tables
# Target sequence (Q6W5P4 whole entry, looked up): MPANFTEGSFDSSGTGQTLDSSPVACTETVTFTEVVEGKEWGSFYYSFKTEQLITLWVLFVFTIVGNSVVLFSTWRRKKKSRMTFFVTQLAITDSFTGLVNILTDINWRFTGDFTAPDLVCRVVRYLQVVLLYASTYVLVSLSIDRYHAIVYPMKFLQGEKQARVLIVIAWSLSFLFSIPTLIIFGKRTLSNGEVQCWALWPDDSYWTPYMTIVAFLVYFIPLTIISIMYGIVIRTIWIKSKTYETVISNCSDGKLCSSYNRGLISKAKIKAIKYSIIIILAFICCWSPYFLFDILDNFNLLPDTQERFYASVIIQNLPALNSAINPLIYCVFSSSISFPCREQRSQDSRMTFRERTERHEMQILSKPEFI
# IMPase Li inh – cell-permeable IMPase inhibitors with lithium potentiation; AID 1457; CHO-M1 cells, IP1 TR-FRET (IP-One), carbachol + lithium; hit rate 0.35% among 210,000; Potency, µM (top dose mostly 59.4 µM), for the others: at the top dose activity, negative = IMPase inhibition, hits mostly inhibitors;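 also: IP1 builds up when IMPase is blocked and the TR-FRET signal falls; plate controls were basal vehicle for no effect and high inhibitor control for full effect; nearly all actives have a fitted effect of over 50% in size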
#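 Readout is a homogeneous TR-FRET IP1 immunoassay (Ex 320, Em 665 and 620), where raised cytosolic IP1 lowers signal. Cells were CHO-M1 treated 30 min at 37C with test compounds plus a little lithium; AC50 values came from Hill-equation fitting.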
# KinaseGlo FLuc – counter-screen: inhibitors of Kinase-Glo firefly luciferase; AID 1379; Potency, µM (highest dose often 38.3 µM), without a hit: top-dose activity change, negative = inhibition, actives largely listed as inhibitors; Kinase-Glo luciferase, ATP luminescence, 8 min; Q27757; hit rate 0.28% among 200,000; also: % is scaled to controls: 0 for no effect and ±100 for the full control effect; nearly all actives have a fitted effect of over 60% in size
#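 Luminescence was the read-out, taken after 8-minute incubation at ambient temperature. Luciferase turned over luciferin with 10 uM ATP in imidazole pH 7.2 buffer containing KCl, MgCl2, Tween 20 and BSA.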
# GoLoco inh red – inhibitors of human Gai1-RGS12 GoLoco interaction (red fluorophore); hit rate 0.44% among 230,000; Gai1:RGS12 GoLoco peptide FP, rhodamine, 10 min; Potency, µM (titrated, usually from 61.6 µM), for inactives: at the top dose activity, negative = inhibition, most hits filed as inhibitors; P63096; active = well fitted inhibition curve with a large enough effect, not every such curve was filed as active; inactive = no such curve, though single readings can be large or run the other way; also: % is scaled to controls: 0 for no effect and ±100 for the full control effect; nearly all actives have a fitted effect of over 30% in size; many of its hits are not listed in these tables
# Target sequence (P63096 whole entry, looked up): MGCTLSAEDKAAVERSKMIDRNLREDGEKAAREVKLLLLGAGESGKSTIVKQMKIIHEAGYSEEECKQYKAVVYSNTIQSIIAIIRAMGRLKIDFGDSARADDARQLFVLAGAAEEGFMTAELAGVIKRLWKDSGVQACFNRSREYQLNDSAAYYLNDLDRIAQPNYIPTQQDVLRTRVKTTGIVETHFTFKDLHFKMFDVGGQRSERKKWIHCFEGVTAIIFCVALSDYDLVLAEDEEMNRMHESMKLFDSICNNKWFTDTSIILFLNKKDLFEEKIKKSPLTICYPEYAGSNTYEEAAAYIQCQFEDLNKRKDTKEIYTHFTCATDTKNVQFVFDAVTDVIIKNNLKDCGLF
# JMJD2E inh – inhibitors of human JMJD2E histone demethylase; hit rate 1.6% among 230,000; JMJD2E catalytic domain, FDH-coupled NADH fluorescence (FDH is formaldehyde dehydrogenase); Potency, µM (doses to about 57.1 µM), without a hit: at the highest dose activity change, negative = inhibition, actives largely listed as inhibitors; B2RXH2; AID 2147; active = well fitted inhibition curve with a large enough effect, not every such curve was filed as active; inconclusive = small, poorly fitted or top-dose-only effect, or another doubt; inactive = no such curve, though single readings can be large or run the other way;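 also: 0% = wells with enzyme and -100% = buffer wells without enzyme; nearly all actives have a fitted effect of over 50% in size; many of its hits are not listed in these tables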
# Target sequence (B2RXH2 1-337 limits assumed): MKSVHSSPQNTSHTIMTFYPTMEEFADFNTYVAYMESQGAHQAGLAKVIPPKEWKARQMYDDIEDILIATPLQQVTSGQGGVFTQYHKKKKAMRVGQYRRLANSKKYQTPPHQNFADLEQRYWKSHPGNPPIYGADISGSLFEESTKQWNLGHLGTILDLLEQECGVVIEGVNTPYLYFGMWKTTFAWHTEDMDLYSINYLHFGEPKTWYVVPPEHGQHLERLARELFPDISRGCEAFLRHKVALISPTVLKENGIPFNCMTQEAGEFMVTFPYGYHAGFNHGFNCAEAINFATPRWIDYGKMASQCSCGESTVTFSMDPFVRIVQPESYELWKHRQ
# SMN2 splice enh – SMN2 splice variant enhancement | HEK293 SMN2-luciferase splicing reporter, luminescence, 30-36 h | Potency, µM (top dose mostly 46.1 µM), for inactives: at the top dose activity change, positive = activation, most hits filed as activators | hit rate 2.8% among 210,000 | AID 1458; also: % of control where 0% means no effect; nearly all actives have a fitted effect of over 55% in size
#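 HEK293 cells carry an SMN2 minigene-luciferase reporter in which exon 7 inclusion puts luciferase in frame. Cells were seeded at 2000 cells/well, attached for 10-12 hours, then exposed to compounds for 30-36 hours at 37C before ONE-Glo luminescence.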
# Epigenetic derep – epigenetic control regulation, reporter derepression. hit rate 0.2% among 280,000. Potency, µM (top dose mostly 53.9 µM), inactives show at the highest dose GFP activation, actives largely listed as activators. murine LDR cells, GFP reporter derepression, 30 h; also: % of control where 0% means no effect; nearly all actives have a fitted effect of over 60% in size
#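 Murine LDR cells bearing a silenced CMV-driven GFP reporter were exposed to compound for 30 h at 37 C. After PBS washes, GFP-positive cells (20-120 um objects) counted by laser-scanning microplate cytometry.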
# Active calls of the source: *; i = inactive; ? = inconclusive; . = no result given; & = joins results of further samples; [ ] = dose if it differs, or a comment. Unless noted, calls follow the shape of the dose curve; as a rule, active = well fitted curve in the direction sought with a large enough effect; inconclusive = small, poorly fitted or top-dose-only effect, or another doubt; inactive = no such curve, though single readings can be large; an effect the other way counts as inactive or inconclusive. Potency is read from the fitted curve at half-maximal effect.
entry	canonical_smiles	RECQ1 inh	NPSR antag	IMPase Li inh	KinaseGlo FLuc	GoLoco inh red	JMJD2E inh	SMN2 splice enh	Epigenetic derep
1	O=C(NNC(=O)c1cccs1)c1ccc(Cl)cc1	-5%	18%	2%	-4%	4%	3%	-10%[1.84 µM]	-0.9%
2	CC(=O)C1=C(O)C(=O)N(CCC(=O)O)C1c1ccccc1Cl (stereo not given)	-7%	2%[46.1 µM]	15%[38.3 µM]	18%	-2%	-11%	-9%	0.0%
3	N#Cc1ccccc1CN1C(=O)S/C(=C/c2cccn2-c2cccc(C(=O)O)c2)C1=O	28µM*	-10%[46.1 µM]	-9%[38.3 µM]	-2%	67%[activator]	5%	7%	-1.9%
4	c1ccc(Oc2c3ccccc3nc3ccccc23)cc1	-4%	-23%	.	.	-1%	?	.	?
5	S=C1NC[C@H](CC2CCCCC2)N1CCCCC1CCCCC1	-2%	-33%	.	.	4%	3%	.	-0.9%
6	Cc1cc(C)n(CC(=O)O)c(=O)c1[N+](=O)[O-]	-6%	15%	0%	2%	-27%	-1%	-24%	1.5%
7	CC(C)(C)Nc1nc(N)nc(Cl)n1	-8%	-14%	8%	-1%	10%	-3%	.	-0.8%
8	Cc1cccc2c(C(=O)n3cccn3)cc(-c3ccccc3Cl)nc12	2%	-3%	1%	2%	8%	-2%	?	0.0%
9	COc1ccc(-c2c(C)[nH]n3c(=O)c(Cc4ccccc4)c(C)nc23)cc1OC	-4%	-22%	11%	0%	3%	-4%	0%	0.0%
10	CC1(C)Cc2c(C#N)c(SCC(=O)c3ccccc3)nc(N3CCOCC3)c2CS1	-10%	-21%[46.1 µM]	24%[38.3 µM]	3%	8%	?	-13%	-7.9%
11	CCOc1ccc(OCCn2c(=S)[nH]c3c(N)ncnc32)cc1	4%	-13%	7%	1%	-2%	-15%	-14%	-0.1%
12	O=C(Cc1ccc(S(=O)(=O)N2CCOCC2)s1)Nc1nc2c(s1)CCCC2	10µM*	-13%[46.1 µM]	6%[38.3 µM]	-2%	81%[activator]	-28%	-12%	1.3%
13	COc1ccc(NC(=O)CC2C(=O)N(c3ccc(Cl)cc3)C(=S)N2NC(=O)c2cccc(F)c2)cc1 (stereo not given)	-1%	-38%	6%	-4%	0%	9%	-6%	0.0%
14	FC(F)(F)c1ccc(NC(=S)NC2CCCCC2)cc1	i	-32%	11%	-1%	5%	-2%	16µM*	-0.4%
15	Nn1c(SCc2ccc(F)cc2)nnc1-c1ccccn1	4%	4%	.	.	-5%	0%	.	-4.1%
16	CCNC(=O)c1c(C)[nH]c(C(=O)OCC)c1C	i	8%[46.1 µM]	0%[38.3 µM]	3%	2%	2%	13%	1.5%
17	O=C(CCN1C(=O)c2ccccc2S1(=O)=O)Nc1cccc2ccccc12	18%	-4%	-3%	2%	3%	7%	-6%	0.0%
18	Cc1onc(-c2ccccc2)c1C(=O)N1CCOCC1	-21%	1%[46.1 µM]	12%[38.3 µM]	-1%	4%	8%	4%	-0.9%
19	COc1cc(N)c(Cl)cc1C(=O)CCC1CCN(CCNS(C)(=O)=O)CC1	-2%&-6%	.	?	0%	6%&1%	-8%	2%	3.2%&-0.3%
20	O=C(Cc1ccccc1)N1N=C(c2ccncc2)CC1(O)C(F)(F)F (stereo not given)	-3%	3%	.	.	-6%	3%	.	-2.9%

# Taken from above:
# KinaseGlo FLuc, entry 8 : 2%
# NPSR antag, entry 3 : -10%[46.1 µM]

# An excerpt from above in order of the JMJD2E inh value, low to high.
nr	compound	JMJD2E inh
11	CCOc1ccc(OCCn2c(=S)[nH]c3c(N)ncnc32)cc1	-15%
3	N#Cc1ccccc1CN1C(=O)S/C(=C/c2cccn2-c2cccc(C(=O)O)c2)C1=O	5%
17	O=C(CCN1C(=O)c2ccccc2S1(=O)=O)Nc1cccc2ccccc12	7%

# Later entries.
entry	canonical_smiles	RECQ1 inh	NPSR antag	IMPase Li inh	KinaseGlo FLuc	GoLoco inh red	JMJD2E inh	SMN2 splice enh	Epigenetic derep
21	CCOC(=O)CNC(=O)CSc1nnc(-c2ccccc2)c(-c2ccccc2)n1	-3%	-25%	6%	-6%	8%	-3%	-5%	1.1%
22	COc1ccc(N(C(=O)c2cccc(OC)c2OC)C2C=CS(=O)(=O)C2)c(OC)c1 (stereo not given)	2%	0%[46.1 µM]	23%[38.3 µM]	2%	9%	1%	3%	2.7%
23	CC(=O)c1cc2c(cc1NC(=O)CN1CCC(Cc3ccccc3)CC1)OCO2	20%	?	-42%[38.3 µM]	-1%	14%	8%	6%	-1.0%
24	O=C(Cc1ccccc1F)Nc1ccc(Cl)nc1	-16%	-8%[46.1 µM]	5%	-2%	5%	1%	-8%	0.0%
25	CCOC(=O)C1C(C(=O)OC)=C(C2=CCCCC2)c2ccccc2N1S(=O)(=O)C(F)(F)F (stereo not given)	-1%	.	11%	3%[39.9 µM]	3%	.	.	0.7%
26	Cc1cc(SCC(=O)c2ccccc2)nc(C)n1	-2%	2%[46.1 µM]	-14%[38.3 µM]	-14%	6%	8%	29%	-0.7%
27	COCCCn1c(=S)[nH]c2sc3c(c2c1=O)CCCS3	-3%	7.9µM*	?	-6%	30%[activator]	-22%	-28%	-1.4%
28	Cc1ccccc1NC(=O)c1cc(C(=O)c2cc(Cl)ccc2O)cn(-c2ccccc2C)c1=O	-11%	-16%	13%	0%	47%[activator]	-10%	-57%[inhibitor]	-1.3%
29	CC(C)NC(=S)N/N=C1\CCCc2ccccc21	-6%	0%	11%	2%	7%	-1%	6%	7.9%
30	c1ccc2sc(NC3=NCN(C4CCCCC4)CN3)nc2c1	i	-2%[46.1 µM]	-1%[38.3 µM]	-2%	-9%	1%	-6%	0.1%
31	CCN(CC(=O)NCCc1ccccc1)S(=O)(=O)c1ccc(C)cc1	-1%	1%	-5%	24%	1%	1%	-15%	-1.2%
32	COc1cc(NS(=O)(=O)c2cc(C(=O)N3CCN(C(C)=O)CC3)ccc2OC)cc(OC)c1	-2%	17%	0%	-1%	0%	7%	4%	-1.4%
33	COCCN(C(=O)CCCC(=O)Nc1ccccn1)C(C(=O)NC1CCCC1)c1ccc(C)cc1 (stereo not given)	-10%	-10%[46.1 µM]	7%[38.3 µM]	-3%	-5%	3%	2%	0.3%
34	COc1ccc(-c2cc(C(F)(F)F)n3nc(C(=O)NCCN4CCOCC4)cc3n2)cc1	-3%	27%	-3%	-2%	-10%	9%	.	-5.5%
35	CS(=O)(=O)N(CC(=O)Nc1ccc2c(c1)OCO2)Cc1ccc(Cl)cc1	-8%	?	9%[38.3 µM]	1%	-10%	-1%	-8%	-0.6%
36	CCCCCOCC1CC(C/C(C)=N/Nc2nc(-c3ccccc3)cs2)C(=O)O1 (stereo not given)	-5%	-9%[46.1 µM]	1%[38.3 µM]	-11%	24%	0%	-1%	0.0%
37	O=C(COCc1ccccc1)N[C@@H](Cc1ccc(O)cc1)C(=O)O	-15%	-11%	1%	.	4%	19%	.	-2.0%
38	CC(C)(C)NC(=S)NC(=O)C12CC3CCC(CC(C3)C1)C2	-5%	-9%[46.1 µM]	0%	-1%	10%	-1%	-23%	1.3%
39	O=C(CC(Sc1n[nH]c(-c2ccccc2)n1)c1ccccc1)NCc1ccccc1 (stereo not given)	-6%	-14%	11%	5%	10%	4%	11%	-1.0%
40	CC(C)(C)NCC(O)COc1ccc(Br)cc1 (stereo not given)	15%	19%	3%	-1%	2%	7%	-14%	-1.0%
41	COc1ccc(-c2cc(-c3ccc(OC)cc3)nc(-c3ccc4c(c3)NC(=O)CO4)c2)cc1	11%	1%[46.1 µM]	23%[38.3 µM]	-3%	8%	?	16%	0.0%
42	O=c1[nH]c(CN2CCN(C/C=C/c3ccccc3)CC2)nc2ccccc12	8%	9%[46.1 µM]	30%[38.3 µM]	1%	3%	-16%	-29%	0.0%
43	CCOC(CNc1ncnc2c1cnn2C)OCC	i	16%	1%	1%	8%	9%	5%	2.4%
44	Cc1ccc2nc(Nc3ccc4[nH]c(=O)[nH]c4c3)c(-n3nc(C)cc3C)nc2c1	-4%	-2%[46.1 µM]	22%[38.3 µM]	0%	0%	-5%	18µM*	-0.8%
45	CC(=O)/C=C1\N(C)c2ccc(C)cc2C1(C)C	-19%	13%	3%	1%	178%[activator]	?	-3%	9.4%
46	CC1CCCCC1NC(=O)/C(C#N)=C/C=C/c1ccccc1[N+](=O)[O-] (stereo not given)	-9%	10µM*	29%	4%	3%	-9%	-91%[inhibitor]	-3.3%
47	CCCCNc1n[n+](C)c(-c2cccc(C)c2)s1	-10%	-20%	.	.	0%	-12%	.	-0.9%
48	COc1ccc(OC)c(N(CC(=O)Nc2ccc(NC(C)=O)cc2)S(C)(=O)=O)c1	0%	-13%[46.1 µM]	17%[38.3 µM]	2%	-1%	2%	3%	-1.1%
49	CC(=O)N1CCC(N(CCN2CCOCC2)C(=S)Nc2cc(C)ccc2C)CC1	-6%	18%	17%	0%	-8%	0%	-9%[1.84 µM]	-0.9%
50	NC(=O)N/N=C/c1c(F)cccc1F	-13%	15%	-5%	-2%	-5%	-7%	-1%	1.1%
51	CCOC(=O)c1nnc(-c2cccs2)nc1NC(C)C	i	-23%[46.1 µM]	-9%[38.3 µM]	2%	-8%	1%	12%	0.0%
52	O=C(NCCc1c[nH]c2ccccc12)[C@@H]1C[C@H]1[C@@H](NP(=O)(c1ccccc1)c1ccccc1)c1ccccc1	11%	-26%	-5%&-4%	0%&-3%	7%&4%	-3%&-7%	-68%&-8%[inhibitor]	1.6%&0.8%

# Structural class, the entries above containing a nitro group on carbon (two)
entry	canonical_smiles	RECQ1 inh	NPSR antag	IMPase Li inh	KinaseGlo FLuc	GoLoco inh red	JMJD2E inh	SMN2 splice enh	Epigenetic derep
6	Cc1cc(C)n(CC(=O)O)c(=O)c1[N+](=O)[O-]	-6%	15%	0%	2%	-27%	-1%	-24%	1.5%
46	CC1CCCCC1NC(=O)/C(C#N)=C/C=C/c1ccccc1[N+](=O)[O-] (stereo not given)	-9%	10µM*	29%	4%	3%	-9%	-91%[inhibitor]	-3.3%

# Source: PubChem BioAssay

# A portion of the library; rates above refer to the full screens.
